PfG6PD inh – PfG6PD (Plasmodium falciparum) enzyme inhibition | inhibition, % at 20 µM | actives 0.78% (n = 350,000) | PfGluPho enzyme, NADPH resazurin-diaphorase fluorescence;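 active = inhibition reaching at least a set limit at 20 µM in the primary screen, cut at about 59% in these data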;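 note: 0% = DMSO wells with substrate and 100% = DMSO wells lacking glucose-6-phosphate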
Apaf1 inhib – inhibitors of human Apaf-1 apoptosome; O14727; reconstituted apoptosome caspase-3 activity, DEVD-Rh110 fluorescence; inhibition, % at 20 µM; actives 0.71% (n = 330,000); AID 489030; active = inhibition of at least 40% at 20 µM;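 note: plate controls were DMSO wells for no effect and DEVD-CHO caspase inhibitor wells for full effect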
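System – cell-free apoptosome with Apaf-1, procaspase-3 and caspase-9 · Buffer or medium – pH 7.5 Hepes buffer with CHAPS, BSA, DTT · Also added – cytochrome c with DEVD-Rh110 · Times – 30 min compound preincubation, 50 min activation, room temperature · Technique – Rh110 fluorescence intensity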
HKDC1 inh – blocks human hexokinase HKDC1 activity; inhibition, % at 20 µM; AID 493160; actives 0.16% (n = 340,000); recombinant HKDC1, G6PDH/diaphorase resazurin coupled fluorescence;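 active = inhibition above about 35% when tested at 20 µM, limit read from the data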;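 note: plate controls were DMSO wells with enzyme for no effect and DMSO wells lacking enzyme for full effect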
Target sequence (Q2TB90 whole entry, looked up): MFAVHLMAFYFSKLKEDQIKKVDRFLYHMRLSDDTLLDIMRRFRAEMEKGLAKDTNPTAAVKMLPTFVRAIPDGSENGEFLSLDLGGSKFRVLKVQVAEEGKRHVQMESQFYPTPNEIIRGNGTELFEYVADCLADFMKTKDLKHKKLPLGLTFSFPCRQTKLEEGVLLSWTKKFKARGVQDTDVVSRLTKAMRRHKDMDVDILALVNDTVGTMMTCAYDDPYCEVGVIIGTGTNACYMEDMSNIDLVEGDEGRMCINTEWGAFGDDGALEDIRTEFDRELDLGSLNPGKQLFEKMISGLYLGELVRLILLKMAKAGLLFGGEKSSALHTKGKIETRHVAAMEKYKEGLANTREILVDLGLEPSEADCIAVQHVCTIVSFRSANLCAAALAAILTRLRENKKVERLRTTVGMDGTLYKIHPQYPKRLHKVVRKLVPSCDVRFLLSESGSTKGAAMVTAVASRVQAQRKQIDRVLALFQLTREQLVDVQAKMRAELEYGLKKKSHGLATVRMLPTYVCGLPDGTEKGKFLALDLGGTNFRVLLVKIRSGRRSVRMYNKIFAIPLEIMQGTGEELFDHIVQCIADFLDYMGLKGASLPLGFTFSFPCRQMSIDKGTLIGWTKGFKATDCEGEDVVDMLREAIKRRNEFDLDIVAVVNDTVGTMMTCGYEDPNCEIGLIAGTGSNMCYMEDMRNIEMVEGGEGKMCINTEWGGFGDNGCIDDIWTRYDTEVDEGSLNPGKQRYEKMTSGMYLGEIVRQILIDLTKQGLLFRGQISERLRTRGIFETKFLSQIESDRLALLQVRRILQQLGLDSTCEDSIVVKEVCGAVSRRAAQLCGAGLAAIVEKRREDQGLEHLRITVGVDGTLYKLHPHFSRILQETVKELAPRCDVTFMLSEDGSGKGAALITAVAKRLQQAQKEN
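test system = in-house recombinant HK5 (HKDC1) enzyme | amount = HKDC1 at 5 µg/mL | control set = DMSO-enzyme wells negative, buffer-substituted wells positive | compound = one dose of 20 µM, 1% DMSO | schedule = reaction time 90 min, room temperature, protected from light | technique = resorufin fluorescence at 613 nm | reagent = glucose with 1 mM ATP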
SENP7 block – SENP7 protease inhibition. Q9BQF6. recombinant SENP7, Z-RLRGG-aminoluciferin luminescence, 40 min. inhibition, % at 5 µM. actives 1.5% (n = 330,000). AID 434973;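 active = inhibition above about 50% at the single test dose, limit read from the data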;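 note: plate controls were DMSO with enzyme for no effect and no enzyme buffer wells for full effect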
NLRP3 yeast inh – NALP3 inhibition in yeast. Yeast reconstituted NLRP3/ASC/caspase-1, beta-gal luminescence, 24 h. actives 0.39% (n = 330,000). inhibition, % at 10 µM;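 active = inhibition of 50% or more; inactive = inhibition below 50%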;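 note: plate controls were induced DMSO wells for no effect and uninduced yeast grown without galactose for full effect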
SENP1 inh – inhibitors of human SENP1 SUMO protease catalytic domain; actives 0.21% (n = 360,000); Q9P0U3; inhibition, % at 10 µM; recombinant SENP1 catalytic domain, CyPet-SUMO1-YPet FRET cleavage; AID 624204;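 active = inhibition at least 30% at 10 µM, raw YFP signal under a set limit, fluorescence ratio 0.5 to 1.5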;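 note: 0% = enzyme with DMSO and 100% = no enzyme wells; some results filed as inactive read as strong as hits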
Target sequence (Q9P0U3 419-644 limits assumed): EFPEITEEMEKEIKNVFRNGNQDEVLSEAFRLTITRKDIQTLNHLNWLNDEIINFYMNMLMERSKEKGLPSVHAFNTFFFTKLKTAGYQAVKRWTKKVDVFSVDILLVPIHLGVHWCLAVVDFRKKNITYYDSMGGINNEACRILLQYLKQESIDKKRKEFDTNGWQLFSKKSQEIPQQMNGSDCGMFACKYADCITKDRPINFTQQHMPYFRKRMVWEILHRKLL
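system = hSENP1 catalytic domain, recombinant | reagent = SFCypet-SUMO1-SFYpet substrate at 25 nM | doses = one dose per compound, 10 µM, 0.5% DMSO | incubation = enzyme reaction for 50 min at room temperature, dark | measured by = FRET, CFP and YFP emission | controls = no-enzyme low, enzyme-DMSO high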
SENP8 block-1 – inhibitors of human SENP8 protease; Q96LD8; actives 1.2% (n = 330,000); inhibition, % at 10 µM; AID 2540; purified SENP8, Z-RLRGG-aminoluciferin cleavage, luminescence; in the data active = inhibition above about 50%
SENP6 block – SENP6 protease inhibition | inhibition, % at 10 µM | Q9GZR1 | actives 1.8% (n = 330,000) | Recombinant SENP6 catalytic domain, aminoluciferin luminescence | AID 2599;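 active = inhibition above about 50% at the single tested dose, limit read from the data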;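 note: plate controls were DMSO wells with enzyme for no effect and DMSO wells lacking enzyme for full effect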
SENP8 block-2 – inhibitors of human SENP8 protease; recombinant SENP8, Nedd8 substrate fluorescence; AID 602440; inhibition, % at 20 µM; Q96LD8; actives 0.64% (n = 360,000); in the data active = inhibition mostly above about 40%, no sharp cut-off; inactive = mostly below about 27%
An asterisk follows results filed as active; i = inactive; x = not tested or not shown.

SMILES	PfG6PD inh	Apaf1 inhib	HKDC1 inh	SENP7 block	NLRP3 yeast inh	SENP1 inh	SENP8 block-1	SENP6 block	SENP8 block-2
O=C(O)c1cn(C2CC2)c2cc(N3CCN(S(=O)(=O)c4ccc5c(c4)OCCO5)CC3)c(F)cc2c1=O	-13	26	-3	-5	6	2	-7	-22	-383
CC(=O)N1CCC(Nc2ccc(C)cc2)CC1	-3	-3	-1	-4	-6	2	2	4	12
CCS(=O)(=O)c1nc(S(=O)(=O)c2ccc(C)cc2)c(NCCCN2CCCC2=O)s1	-14	6	1	-7	0	1	-4	-23	21
CN(c1ccccc1)S(=O)(=O)c1ccc(NC(=O)CC(=O)c2ccccc2)cc1	-7	x	-2	x	x	-1	x	x	-9
CN(CC(=O)Oc1ccc(-c2nnco2)cc1)S(=O)(=O)c1ccc(F)cc1	-3	1	-4	1	16	0	-5	-9	-37
CCNC(=O)N1c2ccc(OCC)cc2C(C)=CC1(C)C	31	15	4	10	30	-78	6	16	i
CCN(CC)CCNS(=O)(=O)c1ccc(C(=O)NN)cc1	0	-3	-7	-8	-10	1	-7	6	12
CC(=O)c1cccc(NC(=O)CC(C)n2ccnc2)c1 (stereo not given)	10	-5	-5	-3	8	0	1	0	13
CC(C)CSc1nc2ccccc2[nH]1	2	-2	-5	1	33	4	-1	-5	6
CCN(C(=S)Nc1ccc(OC(F)F)cc1)C1CCCCC1	10	-1	-16	-5	15	-2	-5	-16	6
Cc1onc(-c2ccccc2Cl)c1C(=O)Nc1cccc2cccnc12	48	12	-2	4	16	0	-2	5	22
O=C(NC(=S)Nc1nc2ccc(F)cc2s1)c1ccco1	-27	-4	11	62*	6	-2	12	69*	12
O=c1oc2ccccc2c(NCc2cccc(F)c2)c1[N+](=O)[O-]	-4	16	1	-13	4	-1	-6	-4	19
O=C(OCC(=O)N1CCCCC1)c1cc(=O)[nH]c2ccccc12	0	-11	4	3	12	1	-4	2	-309
CC(=O)c1ccc(OCC(O)CN2CCN(c3ccc(F)cc3)CC2)cc1 (stereo not given)	-2	4	-1	-7	28	0	-5	-2	4
Cn1cc(P(=S)(N2CCOCC2)N2CCOCC2)cc1P(=O)(N1CCOCC1)N1CCOCC1	48	2	-13	-6	10	2	1	-20	8
COc1ccc(-n2c(=O)c3c4c(sc3n3cnnc23)CC(C)CC4)cc1 (stereo not given)	-6	9	2	-1	-5	2	-7	9	18
Nc1[nH]c(=O)ncc1F	-5	-3	-4	5	43	0	0	-6	-6
O=c1[nH]c(C2CCCN(S(=O)(=O)c3cccc(Cl)c3)C2)nc2c1nnn2Cc1ccc2c(c1)OCCO2 (stereo not given)	-14	15	6	5	10	2	9	6	13
N#Cc1c(-c2ccccc2Cl)cc(-c2ccccc2)[nH]c1=S	x	13	x	-2	-4	x	-15	-5	x
COc1cccc(C2=NOC(C(=O)Nc3cccnc3Cl)C2)c1OC (stereo not given)	-3	-12	9	1	17	0	8	-3	20
CCCS(=O)(=O)c1c(S(=O)(=O)CCC)c2ccc(C(N)=O)cn2c1C(=O)c1ccccc1	1	-4	1	4	18	0	5	2	15
COc1cc(Cl)c(C)cc1NCC(=O)Nc1cccc(S(=O)(=O)N2CCCC2)c1	16	5	9	1	15	0	7	14	2
O=C(CNS(=O)(=O)c1ccc(Br)s1)NCCc1ccc(Cl)cc1	-13	8	-1	-11	-2	0	-9	-8	12
NC(=O)c1ccsc1NC(=O)CSc1nnc(C2CC2)n1Cc1ccccc1	-8	6	-2	-10	12	-2	-9	-22	16
More entries.
SMILES	PfG6PD inh	Apaf1 inhib	HKDC1 inh	SENP7 block	NLRP3 yeast inh	SENP1 inh	SENP8 block-1	SENP6 block	SENP8 block-2
CCCCNC(=O)N(O)C1N(/N=C/c2ccccc2F)C(=S)SC1(C)C (stereo not given)	2	5	2	5	16	8	-2	6	18
Oc1ccccc1C=NNc1nc2ccccc2s1	-18	x	2	x	x	-50	x	x	-124
CC1CN(S(=O)(=O)c2cccc(C(=O)OCC(=O)NCc3ccccc3)c2)CC(C)O1 (stereo not given)	1	-5	-2	-1	-17	1	9	1	18
Cc1ccc(-c2csc(N3CCN(c4cc5c(cc4Cl)nc(-c4ccncc4)n5CCOCCO)CC3)n2)cc1	27	20	3	20	21	-7	-15	-23	i
O=C(NN=C1CCCCCCC1)c1ccc2ccccc2n1	2	2	-2	-9	24	1	-10	-6	9
Cc1cc(=O)oc2cc(OC(=O)C3CCN(C(=O)c4ccc(F)cc4)CC3)ccc12	0	1	6	-8	7	-124	0	-8	i
O=C1C2C(C(=O)N1c1ccccc1)N1CCCN1C2c1ccccc1 (stereo not given)	15	9	-9	4	-1	-1	-4	4	15
O=C(CNC(=O)c1ccccc1)N/N=C/c1ccc([N+](=O)[O-])s1	19	7	-6	5	25	0	5	17	34
COc1ccc(-c2nn(-c3ccccc3)cc2C(=O)NCC2CCCO2)cc1 (stereo not given)	3	-11	-1	-3	28	-2	2	-19	-7
CCOC(=O)/C(=C/C1=CC(=C/N(C)C)/C(=O)O1)C(C)=O	-16	-3	-1	-1	19	-29	-3	1	28
CCN(CC(=O)Nc1c(F)cccc1F)C(=O)C1(c2ccccc2)CC1	5	-5	-6	-2	16	-1	-5	-5	3
Cn1nnnc1Sc1ncnc2scc(Br)c12	8	9	4	-13	38	-71	-10	-5	-2
CCC(C)NC(=O)c1ccc(CSCc2ccccc2Cl)o1 (stereo not given)	-5	8	-1	8	13	-1	8	7	14
O=C1Nc2cc(C(=O)NCCCN3CCOCC3)ccc2S/C1=C/c1ccccc1F	-10	21	-2	1	6	-5	-1	10	-44
O=C(Cc1cccc(NC(=O)C2CCN(C(=O)CCc3ccccc3)CC2)c1)Nc1cccc(C(=O)N2CCOCC2)c1	-2	x	6	x	x	-1	x	x	13
CCC(C)(C)C(=O)Nc1ncc(S(=O)(=O)c2ccc([N+](=O)[O-])cc2)s1	-2	16	-2	-1	15	2	-11	-17	24
COc1cccc(SCC(=O)N2CCN(c3ccccc3)CC2)c1	0	-4	-5	6	34	1	7	-9	8
CCN(CC)S(=O)(=O)c1ccc(N2CCCC2)c(NC(=O)c2ccc(N3CCCC3=O)cc2)c1	-2	9	2	0	19	-1	-3	-10	3
COCc1c(C(=O)N/N=C/c2c[nH]c3ccccc23)nnn1-c1nonc1N	-2	4	1	6	9	-2	1	-2	-33
Cc1ccc(NC(=O)C2(N(CC(C)C)C(=O)Cn3nnnc3N)CCCCC2)cc1	-8	0	-8	-14	-4	2	-8	-17	29
COc1cc(C2CC(c3c(C)cc(C)[nH]c3=O)=NN2c2ccccc2F)cc(OC)c1OC (stereo not given)	-8	21	0	4	4	-21	-1	-6	-296
N#Cc1cnc(SCCc2ccccc2)nc1N	8	4	2	1	9	-41	-5	3	-320
COCCCn1c(=O)c2sccc2n2c(CCCC(=O)NCc3ccccc3OC)nnc12	-8	-10	-10	13	4	-1	-7	-15	2
COc1ccc(-c2c(-c3ccc(OCC(=O)NN)cc3O)n[nH]c2C(F)(F)F)cc1	4	14	-4	2	2	3	-3	-9	2
Cc1ccc(S(=O)(=O)N2c3ccccc3CC2C)cc1 (stereo not given)	16	8	6	9	8	1	3	-14	2
Later entries
SMILES	PfG6PD inh	Apaf1 inhib	HKDC1 inh	SENP7 block	NLRP3 yeast inh	SENP1 inh	SENP8 block-1	SENP6 block	SENP8 block-2
O=C(Nc1ccc(C(F)(F)F)cc1)c1ccc2nc[nH]c2c1	12	4	-1	-6	-7	1	-17	-14	20
CC(=O)Oc1ccc2nc(-c3cccs3)oc(=O)c2c1	-13	7	3	0	13	-8	1	12	-290
O=C(COC(=O)C12CC3CC(CC(O)(C3)C1)C2)Nc1ccc(Cl)c(S(=O)(=O)N2CCOCC2)c1	8	-2	-5	9	17	0	1	2	15
COC(=O)CCCC(=O)N1CCCC(C(=O)c2ccc(OC)cc2C)C1 (stereo not given)	-19	-13	-7	2	16	2	-3	-5	4
CC(=O)Nc1ccccc1NC(=O)c1ccc(C)cc1C	5	5	-11	-5	28	1	-4	-14	18
O=C(Cc1cccc2ccccc12)Nc1c(F)cccc1F	-9	-3	-3	-5	43	0	-6	-14	9
COc1ccc(-c2nn(-c3ccccc3)cc2/C=N/NC(=O)c2ccc(Br)o2)cc1	-10	2	-4	-1	18	1	-2	-2	-265
O=C(O)c1ccc(C=C(c2nc3ccccc3s2)c2nc3ccccc3s2)cc1	-22	14	22	-16	1	-92	-15	-18	-63
CC1CC(=O)Nc2ccccc2N1C(=O)Nc1ccccc1 (stereo not given)	-8	-1	-4	-8	1	-1	-5	-33	33
NC(=O)C1CCN(C(=O)/C=C/c2ccccc2[N+](=O)[O-])CC1	2	-23	1	7	6	2	4	-12	18
Nc1c(N(C(=O)Nc2ccc(Cl)c(Cl)c2)C2CCCC2)c(=O)[nH]c(=O)n1Cc1ccccc1	-11	3	-4	2	-9	-4	-5	-14	4
COc1cccc(NC(=O)Nc2nnc(Cc3ccccc3)s2)c1	-1	0	3	8	18	-2	-7	7	24
Cc1ccc(-c2ccc(=O)n(CC(=O)NCc3ccco3)n2)cc1	12	-1	-5	4	0	1	0	13	-20
O=C(Nc1nnc(SCC(=O)N2CCCCC2)s1)c1ccc(F)cc1F	0	-17	1	-6	12	3	0	-19	3
CCN(CC(=O)Nc1ccccc1C(F)(F)F)C(=O)Cc1ccccc1	-18	-4	3	9	14	1	1	-4	3
CCOC(=O)CSc1cc(C)nc(NC(C)=O)n1	-6	10	-3	4	7	0	-1	-3	8
CCOC(=O)c1cnc2ccc(OCC)cc2c1NCc1ccccc1	66*	21	1	-6	6	-1	-9	-8	-280
O=C(Nc1ccccc1C(=O)NC(Cc1ccccc1)C(=O)O)c1ccccc1 (stereo not given)	-11	-6	-10	2	31	0	3	2	8
Cc1ccnc(NC(=O)c2cccc(NC(=O)CC3SC(N4CCCCC4)=NC3=O)c2)c1 (stereo not given)	4	8	-5	0	10	-2	-11	15	-17
NC(=O)CC(NC(=O)Cc1cccc2ccccc12)c1ccc(NCc2ccc(F)c(F)c2)c([N+](=O)[O-])c1 (stereo not given)	-6	-2	0	-2	9	1	-2	0	22
CC(=O)Nc1ccc(/C=N/NS(=O)(=O)c2cc(C)ccc2C)cc1	3	2	-4	-2	9	2	-5	-2	14

3 entries picked at random from those above, as already listed:
SMILES	PfG6PD inh	Apaf1 inhib	HKDC1 inh	SENP7 block	NLRP3 yeast inh	SENP1 inh	SENP8 block-1	SENP6 block	SENP8 block-2
CCC(C)NC(=O)c1ccc(CSCc2ccccc2Cl)o1 (stereo not given)	-5	8	-1	8	13	-1	8	7	14
Cc1onc(-c2ccccc2Cl)c1C(=O)Nc1cccc2cccnc12	48	12	-2	4	16	0	-2	5	22
Oc1ccccc1C=NNc1nc2ccccc2s1	-18	x	2	x	x	-50	x	x	-124

Limited to PfG6PD inh, SENP7 block and NLRP3 yeast inh, for 4 of the compounds above:
molecule | PfG6PD inh | SENP7 block | NLRP3 yeast inh
CC1CC(=O)Nc2ccccc2N1C(=O)Nc1ccccc1 (stereo not given) | -8 | -8 | 1
NC(=O)C1CCN(C(=O)/C=C/c2ccccc2[N+](=O)[O-])CC1 | 2 | 7 | 6
Nc1c(N(C(=O)Nc2ccc(Cl)c(Cl)c2)C2CCCC2)c(=O)[nH]c(=O)n1Cc1ccccc1 | -11 | 2 | -9
COc1cccc(NC(=O)Nc2nnc(Cc3ccccc3)s2)c1 | -1 | 8 | 18

From PubChem BioAssay
